High-throughput results: PubChem BioAssay, National Center for Advancing Translational Sciences (NCATS)
Coupling enz: qHTS Assay for Inhibitors of Fructose-1,6-bisphosphate Aldolase from Giardia Lamblia: Coupling assay counterscreen. coupling enzyme system counterscreen, AmpLite Red fluorescence. activity change, negative = inhibition, % at 58.2 µM, hits read low. hit rate 0.67% among 290,000. AID 2472, 2010; in the data active = activity change below about -30%; note: % is set by controls: 0 for no effect and ±100 for the full control effect
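Counterscreen of the coupled detection system alone, without aldolase: glyceraldehyde-3-phosphate coupling enzymes plus AmpLite Red readout. Compounds at 57.5 uM final, 10 min RT preincubation, 20 min RT reaction, fluorescence 525/598 nm.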
a7 integrin act: qHTS for Activators of Integrin-Mediated Alleviation for Muscular Dystrophy. hit rate 0.064% among 350,000. Potency, µM (titrated, usually from 38.3 µM), for inactives: top-dose activation, most hits filed as activators. alpha7betagal myoblasts, beta-gal FDG fluorescence, 48 h;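 note: potency is the fitted concentration of half-maximal effect; 100% = response of the positive control SU9516; nearly all actives have a fitted effect of over 60% in size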
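alpha7betagal+/- myoblasts (passage 13, 250/well) treated 48 h at 37C with compounds at 1:260 dilution of DMSO stock. Lysed, then beta-galactosidase activity read as FDG fluorescence (ex 480/em 540) after 30 min, with pre-read for autofluorescence.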
KCNH2 3.1 inh: qHTS for Inhibitors of KCHN2 3.1: Mutant qHTS | Potassium voltage-gated channel subfamily H member 2, brain isoform KCNH2 3.1 (human) | U2OS KCNH2 3.1, thallium flux FluxOr; hits give low values | activity change, % (tested at about 1.8 µM) | hit rate 0.95% among 340,000 | AID 720553, 2013;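 active = maximum activity change below -70%; inconclusive = maximum activity change from -70% to -50%; inactive = maximum activity change above -50%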;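 note: thallium influx rate constant from kinetic fluorescence after stimulation buffer; % is set by controls: 0 for no effect and ±100 for the full control effect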
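Virally transduced U2OS (3.1 isoform, 4 h infection in dark at RT) → overnight 37 C → FluxOr + Red40 in HBSS/HEPES, 45 min → stimulation buffer, 2 min kinetic read → rate constant vs DMSO controls.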
A-T KAP1 phos: qHTS Assay for Identifying a Potential Treatment of Ataxia-Telangiectasia | hit rate 0.19% among 320,000 | […] A-T fibroblasts, KAP-1 phosphorylation AlphaLISA; neocarzinostatin DNA damage 30 min before lysis | Potency, µM (highest dose often 57.5 µM), for the others: top-dose activation, hits mostly activators; note: potency is the fitted concentration of half-maximal effect; % of control where 0% means no effect; nearly all actives have a fitted effect of over 45% in size
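hTERT-immortalized A-T patient fibroblasts ([…]), 500 cells/well in OPTI-MEM, 1% FBS, got compounds for 60 min, then NCS for 30 min at 37C. Lysates were then assayed for phospho-KAP-1 by AlphaLISA (anti-pKAP1 donor, anti-KAP1 acceptor beads), 6 hr at 25C.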
TRPV1 ag: HTS Assay for Compounds that Act as Agonists of the Vanilloid Receptor 1 | hit rate 0.19% among 320,000 | activation, % at 8.33 µM | TRPV1-expressing cells, Fluo-8 calcium influx, agonist mode | Transient receptor potential cation channel subfamily V member 1 (Homo sapiens), Q8NER1; in the data active = activation above about 80%; inconclusive = between about 30% and that limit; note: 0% is about no effect
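Fluo-8 calcium influx in TRPV1-expressing cells, kinetic read (ex 480/em 520 nm). Compound added and read 3 min for agonist activity, followed by capsaicin at EC20 final and 2 min further read for enhancement.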
KCNH2 WT inh: qHTS for Inhibitors of KCHN2 3.1: Wildtype qHTS | Voltage-gated inwardly rectifying potassium channel KCNH2 (Homo sapiens), Q12809 | U2OS, BacMam KCNH2, thallium flux FluxOr; hits give low values | activity change, % at 1.84 µM | hit rate 0.37% among 340,000;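 active = maximum activity change below -70%; inconclusive = maximum activity change between -70% and -50%; inactive = maximum activity change above -50%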; note: % is set by controls: 0 for no effect and ±100 for the full control effect
Target sequence (Q12809 whole entry, looked up): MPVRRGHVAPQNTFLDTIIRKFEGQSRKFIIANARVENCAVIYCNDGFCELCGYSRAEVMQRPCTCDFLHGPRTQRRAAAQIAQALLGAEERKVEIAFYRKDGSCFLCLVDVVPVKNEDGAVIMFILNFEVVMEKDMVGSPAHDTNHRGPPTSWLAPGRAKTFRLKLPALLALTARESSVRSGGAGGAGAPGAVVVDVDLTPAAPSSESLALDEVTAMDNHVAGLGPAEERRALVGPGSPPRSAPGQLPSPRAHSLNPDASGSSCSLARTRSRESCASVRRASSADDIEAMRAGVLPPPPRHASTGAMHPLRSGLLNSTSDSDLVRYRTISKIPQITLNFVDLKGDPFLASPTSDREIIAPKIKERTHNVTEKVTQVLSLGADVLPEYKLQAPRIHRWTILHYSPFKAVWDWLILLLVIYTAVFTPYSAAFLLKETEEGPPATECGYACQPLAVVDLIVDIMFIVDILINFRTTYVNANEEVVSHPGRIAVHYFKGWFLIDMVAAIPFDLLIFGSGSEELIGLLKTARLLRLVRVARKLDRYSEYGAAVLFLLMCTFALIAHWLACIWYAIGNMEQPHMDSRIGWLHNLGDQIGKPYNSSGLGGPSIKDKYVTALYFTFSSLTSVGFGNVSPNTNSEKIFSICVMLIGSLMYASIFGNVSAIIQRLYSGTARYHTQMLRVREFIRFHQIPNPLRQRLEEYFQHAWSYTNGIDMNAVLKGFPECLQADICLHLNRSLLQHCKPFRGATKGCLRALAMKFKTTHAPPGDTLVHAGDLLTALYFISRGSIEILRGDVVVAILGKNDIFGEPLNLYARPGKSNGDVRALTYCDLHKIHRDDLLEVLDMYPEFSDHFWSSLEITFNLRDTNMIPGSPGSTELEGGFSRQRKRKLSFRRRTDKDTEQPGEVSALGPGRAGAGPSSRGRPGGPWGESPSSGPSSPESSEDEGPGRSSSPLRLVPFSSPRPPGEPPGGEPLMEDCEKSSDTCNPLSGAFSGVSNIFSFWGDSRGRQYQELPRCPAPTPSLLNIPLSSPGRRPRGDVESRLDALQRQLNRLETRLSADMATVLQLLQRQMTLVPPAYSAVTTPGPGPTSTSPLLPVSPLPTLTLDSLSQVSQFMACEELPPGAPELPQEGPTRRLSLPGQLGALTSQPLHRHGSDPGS
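U2OS cells were transduced with wild-type KCNH2 virus (2.03 x 10^8 / mL) for 4 h at room temperature, then cultured overnight at 37 C. Thallium flux was read with FluxOr dye. Rate constants were normalized to DMSO controls.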
MBNL1-CUG inh: qHTS Assay for Inhibitors of MBNL1-poly(CUG) RNA binding | TR-FRET MBNL1-His/biotin-(CUG)12 binding, 665/545 ratio | Muscleblind-like protein 1 (Homo sapiens), Q9NR56 | AID 2675, 2010 | hit rate 0.036% among 280,000 | Potency, µM (titrated, usually from 57.5 µM), without a hit: top-dose activity change, negative = inhibition, actives largely listed as inhibitors; active = well fitted inhibition curve with a large enough effect in the signal ratio, with a control signal flat, not every such curve was filed as active; inconclusive = small, poorly fitted or top-dose-only effect, or effect the other way, or a change in a side signal; inactive = no such curve, though single readings can be large or run the other way; the % refers to the signal ratio; note: potency is the fitted concentration of half-maximal effect; % is set by controls: 0 for no effect and ±100 for the full control effect
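Inhibition of protein-RNA binding appears as loss of TR-FRET between terbium anti-His antibody on MBNL1-His and streptavidin-XL665 on biotin-(CUG)12. Activity is normalized to buffer-only and uninhibited-complex controls.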
S-ASM inh: Inhibitors of Secretory Acid Sphingomyelinase (S-ASM): qHTS. Sphingomyelin phosphodiesterase (Homo sapiens), P17405. placental ASM, HMU-PC fluorogenic substrate, 60 min. AID 504937, 2011. Potency, µM (series often up to 57.5 µM), for the others: top-dose activity change, negative = inhibition, usual class: inhibitors. hit rate 0.006% among 340,000; note: potency is the fitted concentration of half-maximal effect
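HMU-PC0 cleavage (9 uM final) by human placental ASM, 60 min at 37 °C following 10 min compound exposure at RT; stopped at pH 10, fluorescence Ex 386/Em 447 nm.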
CXXC DNA block: qHTS Fluorescence Polarization Assay for Inhibitors of MLL CXXC domain - DNA interaction; Potency, µM (top dose mostly 115 µM), without a hit: at the top dose activity change, negative = inhibition, usual class: inhibitors; MLL-CXXC / FITC-HOXA9 DNA fluorescence polarization; Histone-lysine N-methyltransferase 2A (Homo sapiens), Q03164; hit rate 0.037% among 290,000; active = well fitted inhibition curve with a large enough effect in the polarisation, with a control signal flat, not every such curve was filed as active; inconclusive = small, poorly fitted or top-dose-only effect, or effect the other way, or a change in a side signal; inactive = no such curve, though single readings can be large or run the other way; the % refers to the polarisation; note: potency is the fitted concentration of half-maximal effect
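Purified MLL-CXXC (added from a 7 uM solution) was preincubated 5 min at ambient with pinned compounds in 50 mM Tris-HCl pH 7.5, 50 mM NaCl, 1 mM DTT, 0.05% BSA. Fluorescein-labeled HOX-A9 DNA (50 nM solution) followed, 30 min, then polarization read.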
GALK inhibitor: qHTS Assay for Inhibitors of Human Galactokinase (GALK); Purified GALK, Kinase-Glo residual ATP luminescence; Potency, µM (titrated, usually from 57.5 µM), for the others: at the top dose activity change, negative = inhibition, usual class: inhibitors; hit rate 0.007% among 270,000; AID 1868, 2009; note: potency is the fitted concentration of half-maximal effect; % is set by controls: 0 for no effect and ±100 for the full control effect
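ATP-depletion format; final 35 uM ATP, 100 uM D-galactose, 5 nM enzyme; pH 8.0 HEPES/Mg2+ buffer; 60 min RT; luminescence read 10 min after detection reagent.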
* marks the source's active call; other numbers are inactive results; i = inactive; ? = inconclusive; · = not tested or not shown; [ ] = another dose, or the depositor's remark. Unless noted, calls come from the whole dose curve; as a rule, active = well fitted curve in the direction sought with a large enough effect; inconclusive = small, poorly fitted or top-dose-only effect, or another doubt; inactive = no such curve, though single readings can be large; an effect the other way counts as inactive or inconclusive.

Order of results – Coupling enz | KCNH2 WT inh | MBNL1-CUG inh | GALK inhibitor | TRPV1 ag | a7 integrin act | A-T KAP1 phos | CXXC DNA block | S-ASM inh | KCNH2 3.1 inh
Cc1ccc(C(=O)OCC(=O)Nc2ccc(N(C)C)cc2)cc1NC(=O)c1ccco1
  -0.2 | 0.4 | -2.6% | 0.7% | -5.3 | -17.4% | 3.6% | 7.4% | -1.7% | 1.8
O=C(O)CSCc1ccc(Cl)cc1
  7.9 | -19.4 | -2.9% | 0.9% | -2.0 | 30.9% | -0.5% | 0.2% | -0.1% | -1.8
CCCCC(=O)Nc1ccc2c(c1)nc1n2CCN(CCOC)C1
  -0.7 | 0.5 | -22.9% | 11.9% | -2.8 | -11.8% | -5.8% | 4.6% | 18.4% | -6.9
COC(=O)c1c(-c2ccccc2OC)sc2ccc(OC)cc12
  · | 14.1 | · | · | 5.8 | 25.3% | 13.0% | · | -5.3% | 14.0
O=c1cc(-c2ccccc2)nc2cc(-c3ccc(F)cc3)[nH]n12
  · | 3.0 | · | · | · | -18.2% | · | · | 74.4%[activator] | 6.5
O=C1CCC([N+](=O)[O-])C(c2cccc(Cl)c2Cl)N1 (stereo not drawn)
  1.2 | 5.9 | -5.5% | 2.4% | 1.2 | 16.9% | · | -5.5% | 1.7% | -5.5
CSC1=N/C(=C\c2ccc(Cl)cc2)C(=O)N1N(C)C
  0.5 | 5.0 | 7.7% | 0.5% | 6.5 | -13.4% | 7.6% | 8.7% | 9.9% | 13.1
O=C(NCCCCNC(=O)c1ccccc1F)c1ccccc1F
  -0.4 | -1.9 | -0.1% | -1.2% | -3.0 | 23.4% | -1.6% | -10.5% | 5.0% | -10.1
Cc1cc(CSc2ccc(Cl)cc2)ccc1N
  · | 3.9 | · | · | · | ? | · | · | -0.8% | -18.5
Cc1cc(C)c2oc(=O)cc(CN3CCCCC3)c2c1
  0.3 | -28.7 | 4.4% | · | 19.4 | 10.4% | 0.0% | 0.0% | 3.4% | -15.8
O=[N+]([O-])c1ccc(N2CCCC2)nc1N1CCCC1
  -3.0 | -8.3 | ? | 1.0% | ? | ? | 2.1% | -6.4% | -8.9% | -13.8
CCc1c(C)sc(NC(=O)c2cc(CC(C)C)on2)c1C#N
  4.8 | -2.2 | 10.9% | 3.0% | ? | -5.9% | 3.0% | 1.6% | -7.1% | 0.6
CCOC(=O)C1=C(N)OC2=C(C(=O)CC(C)(C)C2)C1c1ccc(CC)s1 (stereo not drawn)
  1.0 | i | 21.6% | 2.3% | ? | 12.7% | -0.4% | -4.0% | -3.1% | 1.8
COc1ccc(/C=N/NC(=O)c2ccc[nH]2)cc1
  -1.1 | -4.1 | 11.8% | 2.3% | -1.6 | 3.8% | 0.0% | -2.4% | -2.5% | -4.8
COCCCn1cc(C(=O)c2ccccc2OCC(=O)Nc2cccc(F)c2)cc(C#N)c1=O
  -4.9 | -5.4 | 16.7% | 0.4% | 17.5 | 21.1% | 1.5% | 6.1% | 114.0%[activator] | -16.4
CC(C(=O)NC(C)(C)C)N(C(=O)CS(=O)CC(=O)Nc1ccc(F)cc1)c1ccccc1F (stereo not drawn)
  -5.6 | -8.3 | -10.2% | 0.2% | 2.1 | -5.5% | -2.1% | 3.5% | 3.4% | 12.6
NC(=O)c1ccc(CN2CCC(Cc3ccccc3)CC2)cc1
  1.1 | 11.5 | -18.7% | 0.7% | 4.1 | -9.6% | 1.0% | 9.4% | 0.4% | 3.3
Cc1ccc2cc(CN(CC3CCCO3)S(=O)(=O)c3c(C)ccc4nsnc34)c(=O)[nH]c2c1 (stereo not drawn)
  -0.7 | -25.0 | 29.9% | 1.4% | -1.0 | -9.2% | 8.2% | -14.5% | -6.7% | -2.2
O=C(c1cccc(N2CCCC2=O)c1)N1CCN(c2ccc(F)cc2)CC1
  · | -0.9 | -1.6% | -6.4% | 2.2 | 10.0% | -13.7% | 4.7% | 2.2% | -2.1
Cc1cc(Br)c(S(=O)(=O)NCCN2CCOCC2)cc1C
  -1.1 | -11.2 | 1.8% | -3.9% | -1.6 | 17.9% | 1.0% | -6.2% | 5.7% | -11.3
Cc1cc2oc(C(=O)NC3CCS(=O)(=O)C3)cc(=O)c2cc1C (stereo not drawn)
  -1.7 | -2.7 | ? | -2.3% | 0.1 | 6.0% | -2.1% | -3.5% | -1.5% | 4.5
O=C(NCC1CCCCC1)c1ccc(F)c(S(=O)(=O)N2CCOCC2)c1
  · | -21.2 | · | · | ? | 10.3% | 0.4% | · | 1.2% | -11.0
CC(NS(=O)(=O)c1ccc(Cl)c(Cl)c1)C(=O)OCC(=O)N1CCCCCC1 (stereo not drawn)
  · | -2.9 | · | · | 2.5 | -16.5% | -8.7% | · | 1.5% | -30.3
O=C(CSc1nnc(CN2CCOCC2)n1-c1ccccc1)N1CCc2ccccc21
  -0.4 | -17.1 | -4.5% | -4.2% | 1.9 | -22.2% | 6.3% | 2.9% | -3.8% | -5.9
FC(F)(F)COc1nc(OCC(F)(F)F)nc(N2CCN(c3ccccc3)CC2)n1
  -7.8 | 9.3 | -3.9% | 1.3% | -1.3 | 3.0% | 4.2% | -22.7% | -11.2% | -5.7
Cc1cccc(NC(=O)CC2(CC(=O)O)CCCC2)c1
  -0.2 | 7.9 | -8.8% | 3.5% | 0.2 | 0.7% | 2.7% | ? | 1.1% | -2.3
O=C(O)CCC(=O)NCC(=O)c1ccc(F)cc1
  5.9 | -0.3 | -2.6% | 5.1% | -4.4 | 11.1% | 6.1% | -1.8% | 1.5% | -10.7
CCC(C)NC(=O)C(=O)NCc1ccccn1 (stereo not drawn)
  1.0 | 10.1 | -2.1% | 1.5% | 1.0 | -19.1% | -2.2% | 6.5% | 6.9% | -11.4
S=C(c1nc2ccccc2[nH]1)N1CCOCC1
  0.6 | 3.8 | 5.7% | -0.4% | -0.9 | -14.3% | · | -18.6% | 2.3% | -2.3
COc1cc(CNCc2c[nH]c3ccccc23)cc(OC)c1
  -3.6 | -5.5 | -8.2% | 0.4% | -3.0 | -50.0%[inhibitor] | -1.2% | -3.0% | -4.0% | 14.4
O=C(/C=C/c1ccc2ccccc2n1)N1CCN(c2ccccc2)CC1
  -1.5 | 1.9 | 10.6% | 2.3% | 23.3 | -40.5% | -8.4% | 0.7% | -2.3% | 18.7
CN(C)/C=C/C(=O)c1ccc(C(F)(F)F)cc1F
  0.4 | 0.3 | 8.6% | 5.4% | -1.4 | 1.6% | -0.8% | -3.4% | -2.1% | 10.5
O=C(Nc1ccccc1C(=O)NCCN1CCOCC1)c1ccco1
  5.1 | 3.3 | -8.0% | 0.2% | -5.7 | -13.2% | 9.5% | -4.3% | 0.5% | 9.2
CC(C)(O)C#Cc1ncc(C(F)(F)F)cc1Cl
  -1.5 | 1.1 | -1.8% | 0.6% | -2.3 | -12.8% | 6.7% | 2.4% | 3.7% | 10.3

Compound profiles, as listed above.
`O=C(/C=C/c1ccc2ccccc2n1)N1CCN(c2ccccc2)CC1` as listed: Coupling enz = -1.5; KCNH2 WT inh = 1.9; MBNL1-CUG inh = 10.6%; GALK inhibitor = 2.3%; TRPV1 ag = 23.3; a7 integrin act = -40.5%; A-T KAP1 phos = -8.4%; CXXC DNA block = 0.7%; S-ASM inh = -2.3%; KCNH2 3.1 inh = 18.7
`CN(C)/C=C/C(=O)c1ccc(C(F)(F)F)cc1F` as listed: Coupling enz = 0.4; KCNH2 WT inh = 0.3; MBNL1-CUG inh = 8.6%; GALK inhibitor = 5.4%; TRPV1 ag = -1.4; a7 integrin act = 1.6%; A-T KAP1 phos = -0.8%; CXXC DNA block = -3.4%; S-ASM inh = -2.1%; KCNH2 3.1 inh = 10.5

This is a random part of the collection; 2% or so of the library scored in one or more.
